IDE inh – inhibitors of human insulin-degrading enzyme in cells; P14735; HEK cells, FAbetaB cleavage, fluorescence polarization; inhibition, % at 5.59 µM; 320,000 compounds, 0.41% hits;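 active = percent inhibition above the average of all tested compounds plus 3 SD, set per screening campaign, cut at about 16% in these data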;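 also: IDE supplied by intact live HEK cells; FP after avidin binding of uncleaved biotin substrate so inhibition keeps polarization high; 0% = DMSO wells and 100% = 60 µM reference IDE inhibitor Ii1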
CRFR2-BP antag – blocks CRF-induced signaling of the CRF-BP/CRF-R2 complex; HEK293 CRF-R2/CRF-BP, CRF-induced calcium fluorescence; inhibition, % at 11.8 µM; 350,000 compounds, 0.59% hits; AID 588475;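 active = inhibition of the ligand-induced calcium signal above about 50% at the single tested concentration, limit read from the data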
CRFR2-BP ag – agonists of human CRF-binding protein/CRF-R2 receptor complex; 350,000 compounds, 0.46% hits; HEK293 CRF-R2/CRF-BP, calcium dye fluorescence (FLIPR); percent of saturating CRF peptide response; AID 588473; activation, % at 13.2 µM;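 active = activation of at least 50%, plus an integration ratio under a set limit after plate pattern correction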;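 also: plate controls were neutral control wells without compound for no effect and CRF at EC100 for full effect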
pCIP destab – p/CIP protein destabilization. decrease of EGFP signal, % at 10 µM. Q05BA5. 290,000 compounds, 0.01% hits. F442A p/CIP-EGFP cells, EGFP fluorescence, 16 h;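 active = EGFP signal decrease of at least 30% at 10 µM or well 3 SD below plate mean, unless failing retest; inactive = the rest, including hits failing retest or dose response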; also: some compounds called inactive have numbers as strong as hits; many of its hits are not listed in these tables
MEKK3 PB1 HTS – MEKK3-MEK5 PB1 interaction, increase or decrease. Q99759. 290,000 compounds, 1.4% hits. bead-based flow cytometry, Alexa488-MEK5 binding to MEKK3; actives lie on both sides; 0 = blocked by unlabeled MEK5, 100 = vehicle. binding response (% of control), % at 10 µM;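 active = binding response more than 3 SD above or below the average of its plate-row segment, actives on both sides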;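 also: Alexa488 bead fluorescence after subtracting the streptavidin-only scavenger bead signal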
GalR3 antagonist – human GalR3 antagonism | 360,000 compounds, 0.44% hits | AID 651719 | HEK293 GalR3-CNG cAMP membrane potential fluorescence; galR3 body fused to GalR1 C-terminus | inhibition, % at 3 µM;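 active = inhibition above the screen-wide average plus 3 SD, cut at about 13% in these data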;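 also: forskolin and galanin both at EC90 stimulate the cells; cAMP rise reported by CNG channel membrane potential dye signal; 0% = forskolin plus galanin with DMSO and 100% = forskolin alone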
CHRM4 PAM – potentiates acetylcholine response at human M4 receptor. P08173. CHO-K1 hM4/Gqi5, Fluo-8 calcium fluorescence, ACh EC20; 0% = ACh EC20, 100% = maximal ACh. activation, % at 3 µM. 360,000 compounds, 0.4% hits. AID 624126;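 active = activation above its plate's cutoff, the mean activation of sample wells plus 3 SD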; also: some results filed as inactive read as strong as hits
Target sequence (P08173 whole entry, looked up): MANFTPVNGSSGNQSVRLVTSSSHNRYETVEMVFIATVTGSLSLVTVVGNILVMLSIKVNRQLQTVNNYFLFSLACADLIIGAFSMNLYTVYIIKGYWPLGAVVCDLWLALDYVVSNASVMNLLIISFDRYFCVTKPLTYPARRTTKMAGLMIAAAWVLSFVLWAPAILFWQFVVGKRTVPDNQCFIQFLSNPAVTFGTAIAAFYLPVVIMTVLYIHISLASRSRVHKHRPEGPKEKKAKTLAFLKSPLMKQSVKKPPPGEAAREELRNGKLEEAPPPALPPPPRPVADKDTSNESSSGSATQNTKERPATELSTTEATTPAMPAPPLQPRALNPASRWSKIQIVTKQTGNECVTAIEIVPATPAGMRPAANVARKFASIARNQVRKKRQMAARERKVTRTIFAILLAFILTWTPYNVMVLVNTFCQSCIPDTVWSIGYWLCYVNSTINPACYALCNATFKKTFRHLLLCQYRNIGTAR
IDE act – activators of human insulin-degrading enzyme in cells | 340,000 compounds, 0.073% hits | P14735 | HEK cells, FAbeta-B cleavage, fluorescence polarization; 0% vehicle, 100% cell-free pure enzyme wells | activation, % at 5.96 µM;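 active = activation above the mean of all tested compounds plus 3 SD, set per screening campaign, cut at about 17% in these data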
PHOSPHO1 inh – inhibitors of human PHOSPHO1 phosphatase. inhibition, % at 13.3 µM. 290,000 compounds, 1.1% hits. recombinant PHOSPHO1, absorbance phosphatase assay. AID 1565. Q8TCT1; in the data active = inhibition above about 60%
Target sequence (Q8TCT1 whole entry, looked up): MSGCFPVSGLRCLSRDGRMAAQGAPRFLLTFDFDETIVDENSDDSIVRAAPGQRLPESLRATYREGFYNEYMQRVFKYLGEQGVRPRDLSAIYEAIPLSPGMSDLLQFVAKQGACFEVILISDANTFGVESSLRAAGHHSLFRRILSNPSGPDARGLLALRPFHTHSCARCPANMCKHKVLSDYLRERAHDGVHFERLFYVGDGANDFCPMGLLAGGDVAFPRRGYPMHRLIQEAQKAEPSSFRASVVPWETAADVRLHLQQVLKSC
Numbers without * were called inactive; nt = no result given.

SMILES	IDE inh	CRFR2-BP antag	CRFR2-BP ag	pCIP destab	MEKK3 PB1 HTS	GalR3 antagonist	CHRM4 PAM	IDE act	PHOSPHO1 inh
CC(=O)C(=Cc1cn(-c2ccccc2)nc1-c1ccccc1)C(C)=O	3	-17	-0.7	15	103	-4	-6	2	-27
O=C(N1CCN(c2ccc(F)cc2)CC1)C12CC3CC(CC(C3)C1)C2	-4	-75	11	-2	106	-10	-5	-5	28
O=C(NN1C(=O)C2C3C=CC(O3)C2C1=O)c1ccncc1 (stereo unspecified)	0	23	-2.5	-7	103	-1	11	5	2
N#C/C(=C\c1ccc(C(=O)O)cc1)c1ccccn1	-2	12	0.0	-6	95	-3	0	3	36
CCN1C(=O)N[C@@H](c2cccc(C(F)(F)F)c2)[C@@H](C(=O)OC)[C@H]1C	-1	0	-1.0	nt	101	-4	4	2	nt
Cc1cc(C(=O)CSc2nncn2C)c(C)n1-c1ccccc1	-1	4	-0.6	-14	110	-6	-1	2	23
Cc1nnc(SCc2nc3sc(C(=O)O)c(C)c3c(=O)[nH]2)s1	-4	0	1.3	-8	93	-6	22	0	33
C[C@H]1CCCCO[C@@H](CN(C)C(=O)NC2CCCCC2)[C@@H](C)CN([C@@H](C)CO)C(=O)c2cc(NC(=O)Cc3ccccc3)ccc2O1	nt	2	1.7	nt	nt	-7	-2	nt	nt
CCC(Sc1nc(-c2cccc(OC)c2)c(C#N)c(=O)[nH]1)C(=O)Nc1nnc(C(C)C)s1 (stereo unspecified)	-1	-18	0.4	1	99	0	8	-2	11
CCOc1ccc(NC(=O)C2CC(=O)N3CCCN=C3S2)cc1 (stereo unspecified)	-1	-31	5.0	5	101	0	-1	3	19
CCN(c1ccccc1)S(=O)(=O)c1ccc(C(=O)Nc2nccs2)cc1	2	-9	1.9	8	100	-3	-1	3	-11
Cc1ccc(CN2CC(C(=O)Nc3nc(C)cs3)CC2=O)cc1 (stereo unspecified)	nt	-14	2.2	nt	nt	-6	2	nt	nt
CCCCCn1c(N(C)Cc2ccccc2)nc2c1c(=O)[nH]c(=O)n2C	-2	-12	-0.8	6	98	-1	7	-1	3
O=C(c1cccs1)N1CCCC(c2ccccc2)C1 (stereo unspecified)	2	22	-4.7	-2	106	-1	4	5	-14
COc1cccc(-n2ccnc2SCC(=O)N2CCc3ccccc32)c1	4	-12	-2.2	-3	88	4	12	2	6
O=C(CCc1ccccc1)NNC(=O)COc1ccc([N+](=O)[O-])cc1	-3	16	-1.4	-2	97	0	-4	-2	52
Cc1nnc(NC(=O)CN2CCN(Cc3c(Cl)cccc3Cl)CC2)s1	2	-13	-1.2	1	101	-11	2	0	41
O=C(/C=C/c1ccco1)c1ccc(O)cc1	-1	nt	nt	-5	116	nt	nt	nt	32
Cc1cccc(NC(=S)NCC23C=CC(O2)C2C(=O)N(c4ccc(Cl)cc4)C(=O)C23)c1 (stereo unspecified)	-3	28	-2.5	9	98	-3	4	6	-1
C=CCN1C(=O)/C(=c2\sc3nc(=O)c(Cc4ccccc4)nn3c2=O)c2ccccc21	7	-10	-0.1	-1	95	-5	0	nt	29

The closing five records of the section before are carried over, then new ones follow.
SMILES	IDE inh	CRFR2-BP antag	CRFR2-BP ag	pCIP destab	MEKK3 PB1 HTS	GalR3 antagonist	CHRM4 PAM	IDE act	PHOSPHO1 inh
O=C(CCc1ccccc1)NNC(=O)COc1ccc([N+](=O)[O-])cc1	-3	16	-1.4	-2	97	0	-4	-2	52
Cc1nnc(NC(=O)CN2CCN(Cc3c(Cl)cccc3Cl)CC2)s1	2	-13	-1.2	1	101	-11	2	0	41
O=C(/C=C/c1ccco1)c1ccc(O)cc1	-1	nt	nt	-5	116	nt	nt	nt	32
Cc1cccc(NC(=S)NCC23C=CC(O2)C2C(=O)N(c4ccc(Cl)cc4)C(=O)C23)c1 (stereo unspecified)	-3	28	-2.5	9	98	-3	4	6	-1
C=CCN1C(=O)/C(=c2\sc3nc(=O)c(Cc4ccccc4)nn3c2=O)c2ccccc21	7	-10	-0.1	-1	95	-5	0	nt	29
O=C(c1nc(SCc2ccc([N+](=O)[O-])cc2)n2ccccc12)C(F)(F)F	-1	-5	-0.9	-12	99	-3	-17	0	24
CCC1CCCCN1CCCNC(=O)c1c(O)nc2ccccn2c1=O (stereo unspecified)	-7	-19	-0.6	-15	101	-9	1	8	34
NC(=O)C1CCN(Cc2ccc(OCc3ccccc3)cc2)CC1	1	5	1.7	-3	104	-3	-15	0	nt
CC(=O)Nc1cccc(OCC(O)Cn2c(C)nc3ccccc32)c1 (stereo unspecified)	-5	9	-0.4	-5	95	-6	17	1	-14
CSc1ccccc1NC(=O)CN(C)CC(=O)Nc1ccccc1N1CCOCC1	3	-2	-1.1	6	99	7	-7	10	4
C[C@H]1CN([C@@H](C)CO)C(=O)c2cccc(NS(=O)(=O)c3ccc(Cl)cc3)c2O[C@@H]1CN(C)CC1CCCCC1	-4	1	-0.2	nt	nt	-7	9	3	nt
Cc1nc2sc(C(c3cccc(F)c3)N3CCN(C(=O)c4ccco4)CC3)c(O)n2n1 (stereo unspecified)	3	47	0.7	7	99	0	5	4	27
COc1ccccc1N1CCN(C(=O)c2ccco2)CC1	2	1	-1.8	-2	99	-8	-2	0	40
CCOCCCN1C(=O)C(=O)N(CC(=O)N2c3ccccc3NC(=O)CC2C)C1=O (stereo unspecified)	-2	25	0.1	nt	nt	-4	4	0	nt
NC(=O)c1sc2nc3c(c(-c4cccnc4)c2c1N)CCC3	-2	-2	0.4	-4	92	-7	-3	2	1
O=C1C(Cl)=C(N2CCOCC2)C(=O)N1c1ccccc1F	6	-1	-1.4	-2	94	7	6	-3	-19
N#C/C(=C/c1ccc(F)cc1)S(=O)(=O)c1ccccc1	1	-10	0.0	-1	78	-6	-9	3	28
COc1ccc(C2CC(c3ccccc3C(F)(F)F)=NN2c2ccc(S(N)(=O)=O)cc2)cc1 (stereo unspecified)	nt	59*	5.3	nt	nt	-8	6	4	nt
O=C(CN1C(=O)COc2ccccc21)Nc1ccc2c(c1)OCCO2	-5	11	-1.0	12	94	-8	-4	7	1
O=C(CN(c1ccccc1)S(=O)(=O)c1ccc(F)cc1)NC1CCCCCC1	6	6	-0.8	-8	98	-1	5	-6	23
CCCCOc1ccc(C(=O)NCC(=O)NCCOc2ccccc2)cc1	5	-3	0.0	nt	nt	-3	10	4	nt
CCOC(=O)C1=NN(C(=O)c2cccc(Br)c2)C(O)(C(C)(C)C)C1 (stereo unspecified)	0	nt	nt	-6	95	nt	nt	nt	-1
Cc1ccc(C(=O)NNC(=O)CSc2nnc(-c3ccncc3)n2C)cc1	0	-6	2.2	-9	97	-4	9	2	46
N#Cc1ccc(OCC(O)CN2CCN(c3ncc(C(F)(F)F)cc3Cl)CC2)cc1 (stereo unspecified)	8	-6	0.7	-16	93	-11	-11	-8	12
CSc1nsc(SC)c1C(=O)OCC(F)(F)F	-1	-8	1.3	-13	102	-4	19	3	20

Exported bar-delimited: entries from further up
mol | IDE inh | CRFR2-BP antag | CRFR2-BP ag | pCIP destab | MEKK3 PB1 HTS | GalR3 antagonist | CHRM4 PAM | IDE act | PHOSPHO1 inh
CCOCCCN1C(=O)C(=O)N(CC(=O)N2c3ccccc3NC(=O)CC2C)C1=O (stereo unspecified) | -2 | 25 | 0.1 | nt | nt | -4 | 4 | 0 | nt
Cc1cccc(NC(=S)NCC23C=CC(O2)C2C(=O)N(c4ccc(Cl)cc4)C(=O)C23)c1 (stereo unspecified) | -3 | 28 | -2.5 | 9 | 98 | -3 | 4 | 6 | -1

Going on with the list:
SMILES	IDE inh	CRFR2-BP antag	CRFR2-BP ag	pCIP destab	MEKK3 PB1 HTS	GalR3 antagonist	CHRM4 PAM	IDE act	PHOSPHO1 inh
O=C(O)CC(NC(=O)c1cccc(F)c1)c1ccc(OC2CCCC2)cc1 (stereo unspecified)	-2	1	0.3	-12	105	-3	-6	-2	32
Fc1ccccc1NC(=S)N1CCN(Cc2ccc3c(c2)OCO3)CC1	1	6	-0.6	2	136*	-4	9	4	24
Cc1cnc(NC(=O)COc2cccc3c2OC(C)(C)C3)s1	0	4	-3.0	-2	104	8	-3	4	16
Cc1ccc(S(=O)(=O)N2CCOCC2)cc1NC(=O)CSc1nnc(COc2ccccc2F)n1N	nt	4	-1.4	nt	nt	-3	-1	7	nt
O=C(CCc1nc(-c2ccccc2Cl)no1)Nc1cccnc1	1	9	2.7	4	101	-9	-6	1	32
CSc1ccc(/C=N/n2c(C)cc(C)cc2=O)cc1	-11	-7	-1.1	0	91	-3	6	-2	-10
CCOC(=O)C1=C(C)N=C2SC(C)C(=O)N2C1c1ccc(C(=O)OC)cc1 (stereo unspecified)	1	6	0.5	-6	94	-3	-1	4	21
N#Cc1c(-c2ccccc2)c(C#N)c2nc3ccccc3n2c1N	3	0	18	-1	101	-10	4	3	3
Cc1ccc(C(=O)COc2nc(C)nc3ccccc23)cc1	7	-18	1.6	9	95	3	-1	6	19
CCc1ccc(NS(=O)(=O)c2c(C)nc3sc(CC)nn3c2=O)cc1	0	-16	1.1	-12	103	-6	-7	-1	31
COc1ccc(Cl)cc1S(=O)(=O)N(C)CC(=O)NCc1ccccn1	4	-9	0.0	-11	103	-3	6	6	22
CCOC(=O)C(Sc1n[nH]c(N)n1)c1ccccc1 (stereo unspecified)	0	2	1.0	-5	104	4	8	-2	-1
Cc1cn([C@H]2C[C@H](O)[C@@H](CCC(=O)NC(c3ccccc3)c3ccccc3)O2)c(=O)[nH]c1=O	nt	6	-1.5	nt	nt	-5	2	2	nt
c1ccc(-c2csc(NC3=NCCCCC3)n2)cc1	2	-4	-1.3	-7	105	-8	0	4	-4
COc1ccccc1N(C)S(=O)(=O)c1ccc(C(=O)NC2CCCCC2)cc1	-3	-9	-2.9	nt	nt	-4	-6	4	nt
CN1CCN(CC(O)(c2ccc(Cl)cc2)c2ccc(Cl)cc2)CC1	3	-20	0.3	5	116	-8	-20	-8	28
FC(F)(F)c1nnc2ccc(N3CCCCC3)nn12	1	-3	-2.3	nt	nt	-4	3	nt	nt
CCn1c(SCC(=O)Nc2ccc(OC)cc2)nc2nc3c(cc2c1=O)COC(C)(C)C3	-1	-37	-5.1	10	102	-3	-7	nt	12
